# Assay outcomes from PubChem.
# Sm TGR inh: qHTS Assay for the Inhibitors of Schistosoma Mansoni Peroxiredoxins; purified TGR, DTNB reduction, TNB absorbance 405 nm; Potency, µM (series often up to 114 µM), for the others: at the top dose activity change, negative = inhibition, hits mostly inhibitors; AID 485364, 2010; 3% of 360,000 active; also: potency is read from the fitted curve at half-maximal effect; nearly all actives have a fitted effect of over 60% in size
#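 Kinetic colorimetric format: TGR-catalysed, NADPH-driven DTNB reduction monitored via TNB absorbance. Enzyme dispensed at 20 nM; compound exposure 15 min at room temperature before reaction start.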
# HCV inhibitor: qHTS Assay for Inhibitors of Hepatitis C Virus (HCV). Huh7.5.1 HCVcc-Cre infection, luciferase reporter, 44 h. Potency, µM (doses to about 41.8 µM), inactives show at the top dose activity change, negative = inhibition, actives largely listed as inhibitors. 3.4% of 340,000 active. AID 651820, 2012; also: potency is read from the fitted curve at half-maximal effect
#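 Seed cells (1,000/well) for 4 h; treat with compound and infect with HCVcc-Cre, moi about 0.5. Incubate 44 h, then detect luciferase activity.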
# Giardia FBPA inh: qHTS Assay for Inhibitors of Fructose-1,6-bisphosphate Aldolase from Giardia Lamblia | purified Giardia FBPA | Potency, µM (series often up to 59.6 µM), for the others: at the top dose activity, negative = inhibition, hits mostly inhibitors | AID 2451, 2010 | 0.71% of 290,000 active; also: potency is read from the fitted curve at half-maximal effect; nearly all actives have a fitted effect of over 55% in size
# Target sequence (A8B2U2 whole entry, looked up): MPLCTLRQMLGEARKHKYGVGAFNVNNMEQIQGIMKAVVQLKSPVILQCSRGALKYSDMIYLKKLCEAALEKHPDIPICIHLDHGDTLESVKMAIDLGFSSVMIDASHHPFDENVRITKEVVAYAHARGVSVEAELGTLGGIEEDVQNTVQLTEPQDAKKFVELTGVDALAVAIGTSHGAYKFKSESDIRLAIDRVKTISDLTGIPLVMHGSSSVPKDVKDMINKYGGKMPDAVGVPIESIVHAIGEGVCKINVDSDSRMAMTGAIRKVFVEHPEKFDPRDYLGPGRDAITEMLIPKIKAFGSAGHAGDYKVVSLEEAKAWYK
#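 Giardia FBPA (40 nM reagent) was preincubated 10 min at RT with compound (up to 57.5 uM final), then substrate plus GAPDH/TPI/NAD/arsenate coupling system with diaphorase/resazurin was added; resorufin fluorescence (525/598 nm) was read after 20 min.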
# AmpC inh detg: qHTS Inhibitors of AmpC Beta-Lactamase (assay with detergent); P00811; AmpC hydrolysis of nitrocefin, absorbance 480 nm, 0.01% Triton; Potency, µM (highest dose often 114 µM), for inactives: at the highest dose activity change, negative = inhibition, actives largely listed as inhibitors; 0.041% of 370,000 active;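 also: potency is read from the fitted curve at half-maximal effect; 0% = no-compound wells and -100% = no-enzyme wells; nearly all actives have a fitted effect of over 25% in size; some results filed as inactive show a strong effect at the top dose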
# Target sequence (P00811 whole entry, looked up): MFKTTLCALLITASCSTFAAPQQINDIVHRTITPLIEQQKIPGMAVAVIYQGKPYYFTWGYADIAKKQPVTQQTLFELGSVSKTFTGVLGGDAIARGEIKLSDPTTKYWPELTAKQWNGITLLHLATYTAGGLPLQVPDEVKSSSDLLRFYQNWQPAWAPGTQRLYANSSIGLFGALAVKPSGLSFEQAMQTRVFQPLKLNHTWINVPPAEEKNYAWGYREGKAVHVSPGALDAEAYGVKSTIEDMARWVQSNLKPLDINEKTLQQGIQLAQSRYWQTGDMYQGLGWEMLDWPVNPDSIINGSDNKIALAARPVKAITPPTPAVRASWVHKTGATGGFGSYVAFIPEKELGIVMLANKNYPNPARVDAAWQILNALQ
#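 AmpC (5.3 nM in the dispensed reagent) in 20 mM phosphate pH 7.0 with 0.01% (detergent screen) or 0.0001% Triton X-100 was preincubated with compounds for 15 min at room temperature. Nitrocefin was then added from an 800 uM solution, and hydrolysis was followed at 480 nm.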
# HCMV inh: qHTS Assay for inhibitors of the human cytomegalovirus (HCMV); AID 1259415, 2018; HFF cells, HCMV-luciferase reporter, 72 h; active compounds read low; 4.5% of 410,000 active; activity change, negative = inhibition, % at 57.5 µM; in the data active = activity change below about -60%; inconclusive = no clear call, values can overlap the other calls; inactive = above about -39%
#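 Steps: HFFs plated, 16 h 37C; compounds added; HCMV-luciferase added to MOI 1 PFU/cell; 72 h 37C; OneGlo reagent, 5 min room temperature; luminescence read, normalized to controls.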
# AMA1 RON2 block: qHTS for Inhibitors of AMA1-RON; Towards Development of Antimalarial Drug Lead: Primary Screen; AID 720542, 2013; Potency, µM (doses to about 58.2 µM), for the others: at the highest dose activity change, negative = inhibition, actives largely listed as inhibitors; AlphaScreen AMA1-biotinylated RON2 peptide binding; 0.2% of 360,000 active;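 also: potency is read from the fitted curve at half-maximal effect; 0% = vehicle wells and -100% = peptide control; nearly all actives have a fitted effect of over 45% in size; some results filed as inactive show a strong effect at the top dose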
#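 AMA1 (3D7) with his tag at 25 nM final met compounds first, then biotinylated RON2 peptide at 25 nM; detection used donor plus acceptor beads, 10 µg/mL apiece, read by AlphaScreen after 30 min at room temperature.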
# Starred values were filed as active, the others as inactive; ? = inconclusive; / = not tested or not shown; [ ] = another dose, or the depositor's remark. Unless noted, calls follow the shape of the dose curve; as a rule, active = well fitted curve in the direction sought with a large enough effect; inconclusive = small, poorly fitted or top-dose-only effect, or another doubt; inactive = no such curve, though single readings can be large; an effect the other way counts as inactive or inconclusive. Unless noted, % is scaled to controls: 0 for no effect and ±100 for the full control effect.
SMILES,Sm TGR inh,HCV inhibitor,Giardia FBPA inh,AmpC inh detg,HCMV inh,AMA1 RON2 block
c1ccc(Nc2nc3ccccc3[nH]2)nc1,-11%,-2%,-15%,-8%,-68*,?
COc1ccc(CNC(=O)C(=O)N2CCC3(CC2)OCCN3S(=O)(=O)c2ccc(C)cc2)cc1,-3%,?,/,?,-9,1%
O=C(CSc1nc(=O)[nH]c2c1CCC2)NCc1ccccc1Cl,3%,/,/,2%,?,/
COc1ccc(-c2cc(CNC(=O)CN3CCN(C)CC3)on2)cc1,6%,11%,2%,-4%,17,3%
COc1ccc(Br)c(C(=O)OCC(=O)N2CCc3ccccc32)c1,/,0%,/,/,-4,-5%
C=CCOc1nc2c(c(=O)n(C)c(=O)n2C)n1Cc1ccc(Cl)cc1,-1%,?,6%,?,?,6%
CCN(CC)S(=O)(=O)c1ccc(C(=O)N2CCN(C(=O)c3ccco3)CC2)cc1,-1%,5%,/,-5%,4,-7%
O=C(Nc1ccc(-n2cnnn2)cc1)c1cccc(S(=O)(=O)N2CCCC2)c1,10%,?,/,-15%,-8,37%[activator]
CCSc1nc(=O)c2c(n1C)NC(=O)CC2c1ccc(O)cc1OC (centres undefined),2%,/,/,21%,5,/
CC(=O)NS(=O)(=O)c1ccc(NC(=O)c2ccccc2F)cc1,8%,10%,7%,-1%,47,8%
CC(C)C[C@@H](CNCC(=O)[C@H](Cc1ccccc1)NC(=O)c1[nH]cnc1C(=O)N[C@@H](C)CN)NC(=O)c1nc[nH]c1C(=O)N[C@@H](CC(=O)O)C(=O)O,/,-6%,/,/,-22,85%[activator]
CC(=O)Nc1cc(Cl)c(N=Cc2ccc(O)cc2O)cc1Cl,-29%,9%,?,?,-11,16%
CC(OC(=O)c1ccc([N+](=O)[O-])o1)C(=O)Nc1nc(-c2ccc(F)c(F)c2)cs1 (centres undefined),-26%,?,/,-6%,20,-4%
Cc1cccc(Cn2c(=O)n(Cc3ccccc3)c(=O)c3c2c2cc(C)ccc2n3C)c1,7%,/,/,20%,22,/
CCOC(=O)c1ccc(N2C(=O)CC(NC3CCN(C(=O)c4cccc(Cl)c4)CC3)C2=O)cc1 (centres undefined),50µM*,28%,-8%,?,/,15%
Cc1ccc(-c2nc(C=Nc3ccc(O)cc3)c(O)o2)cc1,-22%,?,0%,-9%,?,0%
O=C1C2CCCN2C(c2ccccc2)N1c1cccc(Cl)c1 (centres undefined),0%,10%,3%,?,-8,-8%
O=C(COc1ccccc1[N+](=O)[O-])N(Cc1cccc(Br)c1)C1CCS(=O)(=O)C1 (centres undefined),-5%,14%,/,-3%,54,12%
CNCC(O)COc1cccc(OC)c1 (centres undefined),-9%,13%,2%,5%,-5,53%[activator]
C=CCOC(=O)/C(=C\c1ccc(OC)cc1)NC(=O)c1ccco1,8%,12%,2%,2%,29,-15%
COc1nccc(-c2ccc(F)cc2)c1C#N,7%,-8%,0%,?,-39,7%
N#CC(C#N)=C1C(=O)N(CCN2CCOCC2)c2ccccc21,3.5µM*,19%,?,-4%,54,2%
O=C(NCCN1CCOCC1)c1ccccc1N1C(=O)[C@@H]2Cc3c([nH]c4ccccc34)C(c3ccccc3)N2C1=O (some centres undefined),-3%,-9%,17%,-4%,45,-12%
Cc1ccc2c(c1)-c1c(cnc3cc(-c4ccc(Cl)cc4)nn13)CO2,?,/,/,0%,-5,/
CC(=O)c1ccc(N2CCN(C(=S)NCc3ccco3)CC2)cc1,5%,-14%,-1%,-15%,8,-9%

# Among those listed so far, 3 have fluorine.
SMILES,Sm TGR inh,HCV inhibitor,Giardia FBPA inh,AmpC inh detg,HCMV inh,AMA1 RON2 block
CC(=O)NS(=O)(=O)c1ccc(NC(=O)c2ccccc2F)cc1,8%,10%,7%,-1%,47,8%
CC(OC(=O)c1ccc([N+](=O)[O-])o1)C(=O)Nc1nc(-c2ccc(F)c(F)c2)cs1 (centres undefined),-26%,?,/,-6%,20,-4%
COc1nccc(-c2ccc(F)cc2)c1C#N,7%,-8%,0%,?,-39,7%

# Following part.
SMILES,Sm TGR inh,HCV inhibitor,Giardia FBPA inh,AmpC inh detg,HCMV inh,AMA1 RON2 block
O=C(O)c1cc(S(=O)(=O)Nc2ccc3cn[nH]c3c2)ccc1Br,-15%,7%,/,-3%,3,13%
Cn1c(Cc2ccccc2)nnc1SCC(=O)N1CCOCC1,3%,7%,8%,-7%,45,0%
CCOC(=O)Nc1nc(C)c(C(=O)c2ccc(Cl)cc2)s1,-32%,-24%,2%,-10%,-5,-20%
CC(C)CC(NC(=O)C1CCCN1C(=O)OC(C)(C)C)C(=O)NCC(N)=O (centres undefined),7%,4%,3%,-10%,-31,-6%
COc1ccc(NC(=O)COC(=O)c2ccc(S(=O)(=O)N3CCCCCC3)cc2)c(OC)c1,-1%,35%[activator],/,?,-29,20%
Cc1ccc(S(=O)(=O)N2CCCCC2)cc1NC(=O)c1cccs1,-13%,-22%,/,?,-17,0%
O=C(N/N=C/c1ccc2ncccc2c1)c1cccc([N+](=O)[O-])c1,3%,-17%,14%,-7%,0,5%
CN(C)S(=O)(=O)c1ccc(NC=C(C#N)C#N)cc1,?,2%,-8%,0%,-25,11%
CCOC(=O)C1(Cc2ccccc2C#N)CCCCC1=O (centres undefined),/,-4%,/,/,4,3%
CC(C)=CC(=O)Nc1nnc(C)s1,-25%,12%,-1%,0%,147,1%
COC(=O)c1ccc(C(=S)N2CCCCC2)cc1,15%,29%,0%,5%,7,34%[activator]
COc1ccc(C(=O)N[C@H](C(=O)OCc2nc3ccsc3c(=O)[nH]2)C(C)C)cc1,3%,?,/,?,9,3%
CC(=O)NC1=NN(C(C)=O)C2(S1)C(=O)N(C(C)C)c1ccc(C)cc12 (centres undefined),11%,16%,0%,-3%,16,-5%
COc1ccc(CC(NC(C)=O)C(=O)NC2CCN(c3c4c(nc5ncnn35)CCC4)CC2)cc1 (centres undefined),-30%,19%,-23%,?,-14,-13%
Cc1cccc(N(C(=O)Cn2nnc3ccccc32)C(C(=O)NCc2ccco2)c2ccncc2)c1C (centres undefined),?,-5%,-18%,?,-8,5%
N#Cc1ccc(-c2ccc(F)cc2)nc1Oc1ccccc1,-1%,-19%,3%,4%,18,0%
CCN(CC)S(=O)(=O)c1cccc(NC(=O)CN2C(=O)c3ccc([N+](=O)[O-])cc3C2=O)c1,-13%,31%[activator],-8%,?,-1,-2%
OCC[C@@H]1C[C@@H](O)[C@H](O)[C@@]2(OCc3ccccc32)O1,-18%,12%,-8%,-17%,?,-3%
COc1ccc(-c2oc3ccccc3c(=O)c2OCC(=O)O)cc1,1%,23%,0%,-11%,-22,-1%
Cc1ccc(OCC(=O)Nc2ccc(N3CCN(C(=O)c4ccc(C)cc4)CC3)cc2)cc1,0%,16%,5%,7%,14,4%
CCNc1cc(O)ccc1C,?,-8%,/,0%,/,-1%
CC(C)(C)SCCNC(=O)CN(c1ccccc1)S(=O)(=O)c1ccccc1,0%,13%,2%,7%,-22,-5%
COc1ccc(N2CCN(S(=O)(=O)CCNC(=O)Cc3ccc([N+](=O)[O-])cc3)CC2)cc1,-1%,-7%,-1%,-3%,-28,15%
CCOc1ccc(-c2c(C(=O)N/N=C(\C)c3cccs3)nnn2-c2nonc2N)cc1,7%,-17%,/,4%,-36,19%
CC(CCc1ccccc1)NC(=O)CCNS(=O)(=O)c1ccccc1 (centres undefined),-1%,-1%,/,-16%,18,-4%

# By substructure, those above containing a tert-butyl group
SMILES,Sm TGR inh,HCV inhibitor,Giardia FBPA inh,AmpC inh detg,HCMV inh,AMA1 RON2 block
CC(C)CC(NC(=O)C1CCCN1C(=O)OC(C)(C)C)C(=O)NCC(N)=O (centres undefined),7%,4%,3%,-10%,-31,-6%
CC(C)(C)SCCNC(=O)CN(c1ccccc1)S(=O)(=O)c1ccccc1,0%,13%,2%,7%,-22,-5%

# Later entries.
SMILES,Sm TGR inh,HCV inhibitor,Giardia FBPA inh,AmpC inh detg,HCMV inh,AMA1 RON2 block
COc1ccc(NC(=O)N2CCCC(C(=O)Nc3ccccc3OC)C2)cc1 (centres undefined),1%,-8%,-5%,-4%,-18,3%
Cc1nn(-c2ccc3nnc(Br)n3n2)c(C)c1Br,-26%,/,1%,?,/,/
CCOC(=O)c1c(C)[nH]c(C(=O)COC(=O)c2ccc([N+](=O)[O-])o2)c1C,/,29%,/,/,64,2%
Cc1noc(C)c1NC(=O)N(C)C[C@H]1Oc2c(NC(=O)C3CC3)cccc2C(=O)N([C@H](C)CO)C[C@@H]1C,/,-5%,/,/,83,-1%
Cc1ccc(/C=C2/NC(=O)N(Cc3ccccc3F)C2=O)o1,?,3%,?,-10%,-72*,-3%
Cc1c(C(=O)Nc2cccc(C(F)(F)F)c2)sc2nc[nH]c(=O)c12,-1%,/,/,-7%,8,/
CC(C)CCNc1nc2c(c(=O)[nH]c(=O)n2C)n1CC(O)COC(C)C (centres undefined),-5%,10%,0%,-12%,-66*,-5%
CCC(C(=O)c1ccc(O)cc1)c1ccccc1 (centres undefined),16%,-16%,-1%,-14%,-27,-16%
O=C(Cn1nc(-c2ccco2)ccc1=O)Nc1ccc(Cl)c(Cl)c1,7.1µM*,?,1%,-7%,13,-11%
CCOC(=O)Cc1ccc(NC(=O)N(Cc2ccc(OC)cc2)C2CCN(C(C)=O)CC2)cc1,-7%,/,/,12%,-6,/
C=CCn1c(O)c(/C(C)=N/N2CCN(C)CC2)c(=O)[nH]c1=O,-6%,4%,5%,-6%,51,19%
CCn1ccnc1CN(C)C(=O)c1ccc2nc(Cc3ccc(OC)cc3)oc2c1,1%,13%,8%,?,?,5%
CCOC(=O)c1c(C(=O)OCC)c(C)n(CCc2ccccc2)c1C,15%,-27%,-3%,-14%,-29,-7%
COc1ccc(CN2CCN(C(=O)Cc3ccccc3)CC2)cc1Br,-23%,-5%,?,?,22,?
O=C(c1ccc2c(c1)N(Cc1ccc(Cl)cc1)C(=O)c1ccccc1S2(=O)=O)N1CCCCCC1,-4%,/,/,9%,?,/
CCN(C(=O)C(=O)c1c[nH]c2ccccc12)c1ccccc1,-13%,-3%,-10%,-15%,27,13%
COc1ccccc1CNC(=O)c1cc(-c2ccccc2C)nn1CC1CC(c2cccnc2)=NO1 (centres undefined),-13%,?,/,-7%,?,0%
COc1cccc(CC(=O)Nc2cc(S(=O)(=O)N3CCCCC3)ccc2C)c1,-10%,?,/,2%,25,-5%
COCCCn1cnc2c(c1=O)c1nc3ccccc3nc1n2CCc1ccccc1,9%,-10%,-2%,-1%,-35,-27%
CCOc1ccc(OCC)c(NC(=O)C2CCN(S(=O)(=O)c3cn(C)cn3)CC2)c1,2%,/,/,8%,-23,/
O=C1CSc2ccc(C(=O)N3CCN(c4ccccn4)CC3)cc2N1,6%,-23%,9%,-7%,13,-3%
N#Cc1cc[n+](CC(=O)c2ccc(NC(=O)c3ccccc3)cc2)cc1,4%,14%,-14%,5%,20,?
